Screening results from PubChem BioAssay.
RORg inh: blocks mouse ROR gamma transcriptional activity. P51450. Drosophila S2 Gal4-RORgamma UAS-luciferase reporter, 20 h. Potency, µM (highest dose often 53.6 µM), for the others: top-dose activity change, negative = inhibition, most hits filed as inhibitors. actives 5.4% (n = 310,000). AID 2551; also: potency is read from the fitted curve at half-maximal effect; % is scaled to controls: 0 for no effect and ±100 for the full control effect; nearly all actives have a fitted effect of over 60% in size
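Using a luciferase readout, inhibitors were identified by reduced reporter activity in Drosophila cells coexpressing a copper-inducible Gal4–ROR gamma fusion and UAS-driven Photinus luciferase, incubated 20 hr after 700 uM copper sulfate.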
Menin MLL FP TR: inhibitors of human menin-MLL interaction, mutant MLL peptide | Menin + Texas Red MLL mutant peptide, fluorescence polarization | Potency, µM (doses to about 61.6 µM), without a hit: at the highest dose FP activity change, negative = inhibition, actives largely listed as inhibitors | actives 0.23% (n = 270,000); active = well fitted inhibition curve with a large enough effect in the polarisation, with a control signal flat, not every such curve was filed as active; inconclusive = small, poorly fitted or top-dose-only effect, or effect the other way, or a change in a side signal; inactive = no such curve, though single readings can be large or run the other way; the % refers to the polarisation; also: potency is read from the fitted curve at half-maximal effect; % of control where 0% means no effect; many of its hits are not listed in these tables
Rab9 prom act: activators of Rab9 promoter; Huh7 Rab9 promoter-luciferase reporter, luminescence, 24 h; Potency, µM (titrated, usually from 9.22 µM), for inactives: at the top dose activation, negative = inhibition, usual class: activators; actives 2.8% (n = 320,000); AID 485297; also: potency is read from the fitted curve at half-maximal effect; % of control where 0% means no effect; nearly all actives have a fitted effect of over 60% in size
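Huh7 reporter line, Rab9 promoter upstream of luciferase. Compound exposure 24 h at 37 °C in reduced-serum medium with 10% FBS. Read-out: luminescence.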
FLuc counter: counter-screen for miR-21 project: firefly luciferase inhibitors or activators. actives 6.9% (n = 360,000). Potency, µM (highest dose often 57.5 µM), for inactives: at the highest dose activity change, negative = inhibition, most hits filed as inhibitors. AID 588342. purified FLuc, Km substrates, luminescence inhibition;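 also: potency is read from the fitted curve at half-maximal effect; plate controls were vehicle for no effect and reference inhibitor for full effect; nearly all actives have a fitted effect of over 55% in size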
Target sequence (P08659 whole entry, looked up): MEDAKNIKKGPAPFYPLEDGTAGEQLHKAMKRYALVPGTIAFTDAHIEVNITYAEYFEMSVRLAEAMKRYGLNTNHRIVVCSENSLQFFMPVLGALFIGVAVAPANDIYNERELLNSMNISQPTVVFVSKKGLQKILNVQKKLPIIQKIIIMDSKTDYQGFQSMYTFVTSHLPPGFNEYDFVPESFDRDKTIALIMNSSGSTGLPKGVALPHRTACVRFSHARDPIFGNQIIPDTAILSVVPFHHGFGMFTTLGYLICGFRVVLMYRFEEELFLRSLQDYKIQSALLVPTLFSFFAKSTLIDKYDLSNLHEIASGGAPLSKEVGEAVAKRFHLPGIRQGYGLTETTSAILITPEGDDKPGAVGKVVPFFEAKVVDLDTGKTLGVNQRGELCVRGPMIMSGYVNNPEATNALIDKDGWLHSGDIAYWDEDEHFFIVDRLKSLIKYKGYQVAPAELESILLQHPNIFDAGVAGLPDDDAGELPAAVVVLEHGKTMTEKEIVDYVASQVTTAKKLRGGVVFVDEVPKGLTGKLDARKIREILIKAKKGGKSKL
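Biochemical qHTS of compounds, final roughly 60 µM downward over six points, against 10 nM purified firefly luciferase using Km concentrations of substrates (10 uM D-luciferin, 10 uM ATP) in Tris acetate pH 7.5 buffer; luminescence output.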
ELG1 genotox: genotoxicity induction in ELG1-luciferase HEK293T cells | HEK293T ELG1-luciferase reporter, luminescence, 16 h | Potency, µM (top dose mostly 46 µM), for inactives: at the highest dose activity change, positive = activation, usual class: activators | actives 1.3% (n = 330,000); also: potency is read from the fitted curve at half-maximal effect; % of control where 0% means no effect; nearly all actives have a fitted effect of over 60% in size
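Screening used a luciferase reporter fused to human ELG1 in HEK293T cells. Luminescence was read on a CCD plate imager after 16 hr exposure and 30 min ONE-Glo incubation.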
BRCA1 expr act: BRCA1 expression activation; MCF7-BRCA1-FFLuc reporter, luminescence, 48 h; response scale: scaled: vehicle 0%, 10 µM genistein 100%; Potency, µM (top dose mostly 46.1 µM), for the others: top-dose activation, most hits filed as activators; actives 1.1% (n = 380,000); AID 624202; also: potency is read from the fitted curve at half-maximal effect; nearly all actives have a fitted effect of over 80% in size; some results filed as inactive show a strong effect at the top dose
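MCF7-BRCA1-FFLuc cells, 2000/well in phenol-red-free MEM, attached 2 h then treated 48 h at 37 C. Luciferase luminescence read 15 min after reagent; normalized to genistein maximum activation (10microM) and DMSO, concentration-response fitted.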
NPC1 promoter act: activates the NPC1 promoter; Huh7 NPC1 promoter luciferase reporter, 24 h; Potency, µM (titrated, usually from 9.22 µM), for the others: at the top dose activation, hits mostly activators; actives 2.4% (n = 320,000);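 also: potency is read from the fitted curve at half-maximal effect; % of control where 0% means no effect; nearly all actives have a fitted effect of over 60% in size; reporter is driven by a mutant NPC1 promoter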
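Huh7 cells stably carrying NPC1 promoter–luciferase, plated in Opti-MEM with 10% FBS for 2 h, were exposed to compound in DMSO for 24 h at 37 °C; luciferase reagent was added for 10 min and luminescence read.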
p53 reactivator: restores transcriptional activity of mutant p53; Potency, µM (highest dose often 92.2 µM), without a hit: at the top dose activity change, positive = activation, usual class: activators; H1299 p53-A138V BP100-luciferase reporter, luminescence, 24 h; actives 0.063% (n = 320,000); AID 504706; also: potency is read from the fitted curve at half-maximal effect; % of control where 0% means no effect; nearly all actives have a fitted effect of over 45% in size
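p53-null H1299 cells stably carrying temperature-sensitive p53-A138V and a BP100-luciferase reporter were pinned with compounds (4-point, 1:5 series) and held 24 hrs at 37 deg C. Luminescence was read 10 min after detection reagent.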
PKM2 activator: increases activity of human pyruvate kinase M2 | P14618 | purified PKM2, Kinase-Glo ATP luminescence, activation; response scale: 0% is enzyme alone, no compound | Potency, µM (highest dose often 57.5 µM), inactives show at the highest dose activation, actives largely listed as activators | actives 0.34% (n = 260,000) | AID 1631; also: potency is read from the fitted curve at half-maximal effect; % is scaled to controls: 0 for no effect and ±100 for the full control effect; nearly all actives have a fitted effect of over 55% in size
Target sequence (P14618 whole entry, looked up): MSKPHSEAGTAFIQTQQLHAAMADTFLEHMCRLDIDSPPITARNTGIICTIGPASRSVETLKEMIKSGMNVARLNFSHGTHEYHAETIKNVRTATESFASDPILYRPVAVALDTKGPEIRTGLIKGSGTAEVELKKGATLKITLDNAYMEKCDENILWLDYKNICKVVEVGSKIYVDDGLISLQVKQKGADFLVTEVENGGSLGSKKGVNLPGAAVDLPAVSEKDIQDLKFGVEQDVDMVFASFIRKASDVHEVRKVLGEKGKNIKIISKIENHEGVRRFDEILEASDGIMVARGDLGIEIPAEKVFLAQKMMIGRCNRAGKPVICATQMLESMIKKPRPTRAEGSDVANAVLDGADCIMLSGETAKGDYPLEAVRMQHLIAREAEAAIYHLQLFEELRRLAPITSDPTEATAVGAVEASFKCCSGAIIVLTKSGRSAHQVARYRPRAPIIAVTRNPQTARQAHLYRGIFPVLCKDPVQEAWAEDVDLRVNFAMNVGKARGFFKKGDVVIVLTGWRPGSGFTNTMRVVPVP
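ATP formation by purified human PK-M2, quantified via coupled luciferase luminescence after 1 h at room temperature with 0.1 mM ADP and 0.5 mM PEP final.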
VP16 counter: counter-screen for ROR gamma inhibitors: Gal4-VP16 reporter; AID 2546; Drosophila S2 Gal4-VP16 UAS-luciferase, luminescence, 20 h; Potency, µM (titrated, usually from 53.6 µM), for the others: top-dose activity, negative = inhibition, most hits filed as inhibitors; actives 3.5% (n = 310,000);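 also: Gal4-VP16 expression switched on by copper sulfate through the metallothionein promoter; potency is read from the fitted curve at half-maximal effect; % is scaled to controls: 0 for no effect and ±100 for the full control effect; nearly all actives have a fitted effect of over 50% in size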
Giardia killer: Giardia lamblia killing; Giardia lamblia trophozoite viability; actives 0.15% (n = 340,000); activity change, % at 7.66 µM, hits read low; in the data active = activity change below about -80%; inconclusive = between about -30% and that limit;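 also: parasites exposed to compound for two days anaerobically before the ATP read; % is scaled to controls: 0 for no effect and ±100 for the full control effect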
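Trophozoites 100 cells/well + cpd; 48 hrs, 37 deg C, anaerobic. ATPLite 1-Step added, 15-30 min RT, luminescence read (ATP-based viability).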
* marks the source's active call; other numbers are inactive results; ? = inconclusive; . = not tested or not shown; [ ] = another dose, or the depositor's remark. Unless noted, calls follow the shape of the dose curve; as a rule, active = well fitted curve in the direction sought with a large enough effect; inconclusive = small, poorly fitted or top-dose-only effect, or another doubt; inactive = no such curve, though single readings can be large; an effect the other way counts as inactive or inconclusive.

mol,Menin MLL FP TR,PKM2 activator,VP16 counter,FLuc counter,Rab9 prom act,BRCA1 expr act,p53 reactivator,NPC1 promoter act,ELG1 genotox,Giardia killer,RORg inh
Cc1ccc(SCC(=O)OCC(=O)Nc2ccc3[nH]c(=O)[nH]c3c2)cc1C,.,.,.,-7%,9%,-9%,1%,9%,-5%,-16,.
CN1CCN(C(=O)c2ccccc2[N+](=O)[O-])CC1,5%,-1%,4%,8%,2%,-6%,.,1%,1%,-3,-27%
COc1ccc(/C=C(/C#N)C(=O)Nc2ccc(O)cc2)cc1C(=O)O,6%,1%,2%,-3%,1%,-2%,-4%,-4%,0%,8,-36%
COc1cc(CCCN2C(N)=NC[C@H]2Cc2ccc(O)cc2)cc(OC)c1OC,.,2%,5%,1%,0%,0%,1%,-5%,0%,4,-24%
CCOc1ccc(-c2csc(NC(=O)CSCC(=O)O)n2)c2ccccc12,9%,4%,1%,?,-2%,-20%,-4%,-5%,-2%,6,5%
O=[N+]([O-])c1cccc(COc2ncnc3cc([N+](=O)[O-])ccc23)c1,.,?,1%,-1%,1%,-17%,-4%,0%,-7%,-15,42%
CCn1c(C)cc(C)c(C#N)c1=O,-9%,.,-3%,-2%,1%,0%,10%,-2%,1%,30[activator],-5%
CSc1cccc(NC(=S)N(CCN(C)C)C(C)c2ccccn2)c1 (configuration not stated),8%,-4%,?,-1%,-2%,-79%,2%,-4%,-8%,-9,18µM*
CCN(CC(=O)Nc1ccc(NC(C)=O)cc1)C(=O)C1COc2ccccc2O1 (configuration not stated),.,-1%,-6%,3%,1%,-10%,3%,1%,3%,8,-4%
COc1ccccc1/C=C/C(=O)NC(=S)N1CCOCC1,.,-31%,8.9µM*,12µM*,23%,19%,?,4%,?,-16,7.1µM*
O=c1nc(-c2ccccc2)n(-c2ccccc2)[nH]1,0%,-1%,6%,5%,1%,1%,4%,1%,1%,-3,3%
COC(=O)c1cccc(NC(=O)c2ccc3c(c2)C(=O)N(C(C)(C)C)C3=O)c1,39%[activator],-4%,1%,2.7µM*,?,41%,.,?,2%,35[activator],?
CSCC[C@H](NC(=O)[C@@H]1CSC2c3ccccc3C(=O)N21)C(=O)NC1CCCC1 (some centres not stated),.,.,-22%,0%,1%,-19%,0%,-3%,2%,-4,8%
Cc1ccc(C(=O)OCC(=O)Nc2ccc(Cl)cn2)cc1S(=O)(=O)N1CCOCC1,.,.,.,3%,-3%,-17%,3%,-3%,1%,-27,.
Cc1ccccc1-c1nc(CS(=O)(=O)CC(=O)NCCN2CCOCC2)c(C)o1,2%,-6%,5%,0%,0%,-2%,-5%,-1%,3%,-15,-35%
CC(C)OC(=O)CC1C(=O)NCCN1C(=S)NC(=O)c1ccc(F)cc1 (configuration not stated),6%,-3%,8.9µM*,7%,5%,-1%,4%,1%,0%,-8,3.2µM*
Cc1cc2c(c(=O)o1)C1(C(=O)N(C)c3ccccc31)C(C#N)=C(N)O2 (configuration not stated),1%,-18%,1%,0%,1%,0%,-2%,5%,0%,-5,1%
CNC(=O)Nc1cccc(-c2cc(-c3c(Cl)cccc3Cl)no2)c1,.,4%,?,?,-2%,-47%,-2%,-1%,-2%,-7,?
Cc1cc2oc(=O)cc(Cn3ccnc3)c2cc1Cl,12%,.,-12%,-2%,-8%,24%,-4%,-3%,-2%,9,-22%
O=C(c1cc2ccccc2o1)n1nnc2ccccc21,-9%,-5%,-9%,?,3%,3%,11%,-3%,-3%,4,0%
O=C(CN1CCN(S(=O)(=O)c2ccccc2)CC1)Nc1ccc(N2CCOCC2)cc1,-14%,4%,1%,5%,-5%,2%,1%,0%,1%,0,40%
Cc1occc1C(=O)O/N=C(\N)c1ccccc1,.,-72%,10µM*,1.9µM*,0.45µM*,-6%,4%,0.45µM*,?,16,?
O=C(NC1CCCC1)C1CCN(C(=O)NCc2ccccc2)CC1,19%,1%,8%[10 µM],-1%,-14%,3%,-1%,1%,24%,-20,32%
CCn1ccnc1CN(C)Cc1c(C(=O)N2C[C@@H](C)O[C@@H](C)C2)nc2ccc(Cl)cn12,.,0%,7%,-3%,3%,-4%,2%,2%,5%,6,14%
Cc1cc(C)n(CC(=O)NNC(=O)CCCOc2ccc(Cl)cc2C)n1,.,1%,0%,1%,-3%,-11%,-6%,3%,-11%,3,-30%
COc1ccccc1NC(=S)c1ccccc1,13%,-8%,?,-5%,-1%,25%,-1%,1%,5%,8,?
OCCNCCSc1nc(C2CCCCC2)n(-c2ccccc2Cl)n1,.,-1%,-1%,1%,-5%,-30%,-3%,-1%,-2%,0,0%
CN(C(=O)c1cc(Cl)c2c(c1)OCCO2)c1c(N)n(Cc2ccccc2)c(=O)[nH]c1=O,.,.,.,8%,-1%,-7%,-6%,-6%,1%,-6,.
CC(C)C[C@]1(c2ccccc2)ON(c2ccccc2C(F)(F)F)C1=O,.,.,.,4%,7%,3%,9%,0%,-5%,14,.
COCCNCc1ccc(Cl)cc1Cl,18%,-3%,-5%,0%,-2%,29%,-4%,-4%,-2%,-1,-3%

Continuation.
mol,Menin MLL FP TR,PKM2 activator,VP16 counter,FLuc counter,Rab9 prom act,BRCA1 expr act,p53 reactivator,NPC1 promoter act,ELG1 genotox,Giardia killer,RORg inh
O=C(COC(=O)c1ccccc1O)NNC(=O)c1ccc(Br)cc1,.,.,.,-1%,-4%,-2%,1%,-2%,-1%,-18,.
Cc1cc(C)nc(-n2nc(C)cc2NC(=O)C(C)C)n1,-3%,-4%,25%,-2%,14%,-6%,2%,-6%,1%,13,5µM*
COc1ccc(NC(=O)C2CCN(C(=O)c3ccco3)CC2)c(OC)c1,0%,-1%,2%,0%,-3%,13%,4%,0%,2%,0,0%
O=C(CCc1ccc(O)cc1)NNC(=S)NCCc1ccccc1,.,0%,-8%,1%,-9%,-26%,-6%,-6%,-3%,1,?
COc1cccc(/C=C/C(=O)OCC(=O)NC(=O)NC2CCCCC2)c1,.,.,.,1%,-6%,-11%,11%,-5%,-2%,-6,.
O=C(N=C1SC2CS(=O)(=O)CC2N1CCc1ccccc1)C1CC1 (configuration not stated),-7%,.,-11%,0%,8%,11%,-5%,-4%,3%,29,-1%
CCOc1ccc(N2C(=O)CS/C2=C(\C(Cl)=C(Cl)Cl)[N+](=O)[O-])cc1,?,0%,5%,0%,12%,-17%,?,-1%,10%,4,-4%
CNc1ccc(C(=O)N2CCN(S(=O)(=O)c3ccc4c(c3)OCCCO4)CC2)cc1[N+](=O)[O-],3%,-2%,22%,-1%,-6%,-4%,-17%,-5%,-14%,29,?
COc1cc(OC)cc(-c2nnc(SCC(=O)Nc3cccc(C(=O)O)c3)s2)c1,9%,.,-5%,15µM*,15%,72%,3%,4%,-3%,-16,39%
O=C(OCC(=O)N1CCN(c2ccccc2)CC1)c1ccc(Cl)nc1,.,.,.,3%,21%,4%,0%,-3%,4%,-22,.
CCn1c2ccc(C)cc2c2n[nH]c(=S)nc21,-23%,10%,3.2µM*,-10%,2%,-43%,2%,-1%,2%,2,-42%[1.91 µM]
COC(=O)c1sccc1NC(=S)Nc1cc(OC)ccc1OC,13%,-8%,?,-9%,9%,-19%,-1%,-4%,0%,-2,11µM*
NS(=O)(=O)c1ccc(CCNC(=O)NC23CC4CC(CC(C4)C2)C3)cc1,-3%,2%,3%,-3%,-5%,6%,16%,-2%,0%,13,19%
Cc1sc2nc(SCc3nnc(-c4cccs4)o3)n(C3CCCC3)c(=O)c2c1C,-2%,-3%,-29%,8%,-3%,-16%,0%,-4%,-7%,5,-42%
Cc1ccccc1NC(=O)CN1C(=O)CSc2ccc(S(=O)(=O)N3CCCC3)cc21,-2%,-2%[0.46 µM],-8%,-1%,0%,14%,-15%,-3%,5%,-11,-5%
O=C(NN1C(=O)C2C3C=CC(C3)C2C1=O)c1ccccc1 (configuration not stated),25%,-25%,1%,5%,-6%,-3%,-2%,-3%,0%,7,-2%
Cc1ccc(SCc2[nH]nc3c2C(c2cccnc2)C(C#N)=C(N)O3)cc1 (configuration not stated),3%,-1%,0%,2%,-2%,5%,-5%,1%,0%,-8,13%
O=[N+]([O-])c1cc(Br)cc(C=Nc2ccc3c(c2)OCO3)c1O,.,-3%,?,?,-1%,-20%,2%,4%,1%,-20,?
CCn1c(-c2cccn(Cc3ccccc3)c2=O)n[nH]c1=S,0%,-3%,8%,5%,4%,18%,-2%,-4%,8%,0,-32%
O=C1CN(S(=O)(=O)c2cc(C(F)(F)F)ccc2Cl)CCN1,.,.,.,13%,-2%,-16%,-11%,-3%,-1%,-15,.

The list is partial, so the mix of outcomes need not match the whole.
